GPT2 inh: GPT2 alanine aminotransferase inhibition | 100,000 tested, 0.25% active | Q8TD30 | Recombinant GPT2, coupled pyruvate oxidase/HRP Amplex Red fluorescence | Potency, µM (highest dose often 57.7 µM), for inactives: at the highest dose activity change, negative = inhibition, usual class: inhibitors; note: potency is the fitted concentration of half-maximal effect; nearly all actives have a fitted effect of over 60% in size; many of its hits are not listed in these tables
Target sequence (Q8TD30 whole entry, looked up): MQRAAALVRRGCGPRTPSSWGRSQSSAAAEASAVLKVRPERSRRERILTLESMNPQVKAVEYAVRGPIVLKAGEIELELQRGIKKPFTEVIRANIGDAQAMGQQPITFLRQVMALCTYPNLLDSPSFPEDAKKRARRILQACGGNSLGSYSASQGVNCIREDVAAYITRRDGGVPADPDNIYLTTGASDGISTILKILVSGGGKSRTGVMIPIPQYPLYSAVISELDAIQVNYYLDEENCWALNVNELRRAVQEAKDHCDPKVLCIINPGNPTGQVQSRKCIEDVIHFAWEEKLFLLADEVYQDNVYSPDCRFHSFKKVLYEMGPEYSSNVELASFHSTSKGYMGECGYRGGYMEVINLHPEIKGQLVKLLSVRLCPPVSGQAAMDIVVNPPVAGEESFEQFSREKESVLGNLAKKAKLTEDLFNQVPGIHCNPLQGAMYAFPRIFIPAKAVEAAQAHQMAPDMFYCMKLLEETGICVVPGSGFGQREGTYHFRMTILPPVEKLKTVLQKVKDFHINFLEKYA
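Recombinant GPT2 (10ng/uL) with 250uM a-KG and 2mM L-alanine, 30 min at room temperature, in HEPES pH 7.5 buffer. Pyruvate detected by pyruvate oxidase/HRP/Amplex Red fluorescence after 30 min in the dark; AOA (50uM) as positive control.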
HEK293 tox: cytotoxic compounds in HEK 293 cells. 94,000 tested, 6.6% active. HEK 293 viability, ATP luminescence (CellTiter-Glo), 48-72 h. Potency, µM (series often up to 115 µM), inactives show at the highest dose activity change, negative = cytotoxicity, hits mostly inhibitors. AID 1345083; note: potency is the fitted concentration of half-maximal effect; nearly all actives have a fitted effect of over 60% in size
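HEK 293 seeded at 250 cells/well receive compound via pintool. After 48 or 72 hr at 37 degree Celsius, 5% CO2 and 95% humidity, CellTiter-Glo is dispensed and luminescence read following 10 min at room temperature.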
NIH3T3 tox: kills NIH 3T3 cells | NIH 3T3 viability, CellTiter-Glo ATP luminescence, 48-72 h | Potency, µM (top dose mostly 96.7 µM), for the others: top-dose activity change, negative = cytotoxicity, usual class: inhibitors | 94,000 tested, 4.3% active | AID 1345082; note: potency is the fitted concentration of half-maximal effect; nearly all actives have a fitted effect of over 55% in size
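First NIH 3T3 cells are plated at 400 cells/well; next compound is pinned in; then plates incubate 48 or 72 hr at 37 °C; finally CellTiter-Glo is added and luminescence read after 10 min.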
SNCA expr inh: reduces expression of the alpha-synuclein gene | HEK-293 SNCA-luciferase knock-in, luminescence, 24 h | 140,000 tested, 0.17% active | AID 1671194 | Potency, µM (titrated, usually from 57.2 µM), without a hit: at the top dose activity change, negative = inhibition, hits mostly inhibitors;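 note: potency is the fitted concentration of half-maximal effect; plate controls were DMSO cells for no effect and cell-free wells for full effect; nearly all actives have a fitted effect of over 45% in size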
Luciferase inh: inhibitors of firefly (Photinus pyralis) luciferase; Potency, µM (highest dose often 115 µM), inactives show at the top dose activity change, negative = inhibition, actives largely listed as inhibitors; P08659; 76,000 tested, 2.5% active; AID 1347043; purified P. pyralis luciferase, luminescence, biochemical; note: potency is the fitted concentration of half-maximal effect; nearly all actives have a fitted effect of over 65% in size
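Inhibitors were tested against purified firefly luciferase in a biochemical, low-substrate format (both substrates at 10uM) and luminescence measured with a CCD imager.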
IP6K1 inhibitor: blocks human inositol hexakisphosphate kinase 1 | 140,000 tested, 0.81% active | activity change, % (series mostly up to about 58 µM) | AID 1645851 | IP6K1 kinase, ADP-Glo luminescence, 2 h; stronger effect = lower value | Q92551; in the data active = activity change below about -25%
Target sequence (Q92551 whole entry, looked up): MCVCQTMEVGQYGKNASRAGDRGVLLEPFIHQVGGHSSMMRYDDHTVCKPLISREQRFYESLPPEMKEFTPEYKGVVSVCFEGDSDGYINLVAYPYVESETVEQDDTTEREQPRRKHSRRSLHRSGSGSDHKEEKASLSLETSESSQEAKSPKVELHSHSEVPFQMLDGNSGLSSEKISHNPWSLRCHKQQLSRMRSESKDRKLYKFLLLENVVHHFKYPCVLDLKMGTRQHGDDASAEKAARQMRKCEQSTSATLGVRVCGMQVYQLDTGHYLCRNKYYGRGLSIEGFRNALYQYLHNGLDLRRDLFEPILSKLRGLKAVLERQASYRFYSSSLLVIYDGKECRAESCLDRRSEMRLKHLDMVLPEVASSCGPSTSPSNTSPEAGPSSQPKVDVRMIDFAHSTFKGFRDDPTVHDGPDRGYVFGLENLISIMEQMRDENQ
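ADP-Glo luminescence measures ADP made by human IP6K1 during a 2 h RT reaction with ATP/IP6 (mix at 1.3 mM/130 uM); top library doses 57.5 and 19.1 uM final.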
SNCA viab count: counter-screen for SNCA expression inhibitors: cell viability | 150,000 tested, 0.12% active | AID 1671193 | HEK-293-SNCA-luc viability, GF-AFC fluorescence, 24 h | Potency, µM (highest dose often 57.1 µM), for inactives: top-dose activity change, negative = cytotoxicity, actives largely listed as cytotoxic;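 note: potency is the fitted concentration of half-maximal effect; 0% = DMSO-treated cells and -100% = medium-only wells without cells; nearly all actives have a fitted effect of over 30% in size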
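HEK-293-SNCA-luc cells (1500/well) plated 24 h, then exposed 24 h to a dilution series; GF-AFC added 30 min at 37C, fluorescence 405/540 nm; normalised to medium-only and DMSO wells, Hill fit.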
An asterisk follows results filed as active; i = inactive; ? = inconclusive; . = no result given; [ ] = dose if it differs, or a comment. Unless noted, calls come from the whole dose curve; as a rule, active = well fitted curve in the direction sought with a large enough effect; inconclusive = small, poorly fitted or top-dose-only effect, or another doubt; inactive = no such curve, though single readings can be large; an effect the other way counts as inactive or inconclusive. Unless noted, % is set by controls: 0 for no effect and ±100 for the full control effect.

Each structure is followed by: GPT2 inh | HEK293 tox | NIH3T3 tox | SNCA expr inh | Luciferase inh | IP6K1 inhibitor | SNCA viab count
> CCC(=O)N1c2ccccc2CC1C(=O)NCc1ccc(OC(C)C)cc1 (configuration not stated)
  . | . | . | 12% | . | 9 | 1%
> CC(C)NC(=O)C1=NOC2CN(C(=O)Nc3cccnc3)CC12 (configuration not stated)
  i | -10% | -10% | -4% | . | 6 | 3%
> CCOc1ccc(C(=O)N2CCC3(CC2)N=C(c2ccc(Cl)cc2)NO3)cc1
  -5% | ? | 1% | -26% | -6% | 1 | -10%
> Cn1c(=O)n(CCc2ccccc2)c(=O)c2c1nc1n2CCN1c1ccc(Cl)cc1
  . | . | . | -5% | . | 2 | -3%
> Cc1cccn2c(=O)cc(COc3cccc(NC(=O)COc4ccc(F)cc4)c3)nc12
  . | . | . | -13% | . | 1 | 4%
> COc1cc(-c2onc(C)c2C(=O)NCCCOC(C)C)cc(OC)c1OC
  1% | -19% | -20% | 15% | -3% | 6 | 16%
> CC(=O)Nc1ccc(NC(=O)Cn2c(C)cc3nc4n(c(=O)c32)CCCC4)cc1
  5% | 13% | -6% | 19% | 5% | -12 | 6%
> Cc1noc(C)c1[S+](=O)([O-])NC1CCN(c2nc3ncccc3o2)CC1
  -6% | i | -9% | 6% | 0% | -8 | -3%
> CCCC(=O)N1Cc2ccccc2CC2(CCN(CC)C2)C1 (configuration not stated)
  ? | -19%[172 µM] | -13%[138 µM] | -2%[87.6 µM] | . | -2 | 0%[87.6 µM]
> COc1ccc(-c2nc(C)nc3c2CCN([S+](=O)([O-])c2cccc(OC)c2)CC3)cc1
  3% | ? | -27% | -6% | 7% | -10 | -2%
> COc1cccc(N=C2SC(C(=O)Nc3cccc(Cl)c3)CC(=O)N2C)c1 (configuration not stated)
  . | . | . | 8% | . | 10 | 9%
> N#Cc1cccc(C(=O)N2CCCCCCNC(=O)[C@@H]3CCC[C@@H]32)c1
  i | -5% | -5% | -5% | 6% | -6 | 4%
> CCOC(=O)c1ccc(NC(=O)CCn2c(=O)c3cccn3c3cccnc32)cc1
  . | . | . | 32%[activator] | . | 15 | 9%
> O=C(c1ccn[nH]1)N1CCCC(Cn2c(C3CC3)nc3cccnc32)C1 (configuration not stated)
  i | -1% | i | -12% | 6% | -1 | 4%
> CCOCc1nc(C2CCCN(C(=O)Cc3ccc(C)cc3)C2)no1 (configuration not stated)
  -9% | -12% | -29% | -16% | -13% | 11 | 16%[12.5 µM]
> COc1ccc(NC(=O)Cn2cccc2-c2nc(-c3ccccc3)no2)c(OC)c1
  i | ? | ? | 10% | 6% | 20 | -24%
> Cc1cc(C(=O)N2C[C@@H](COc3ccccc3)[C@H](C(N)=O)C2)ccn1
  i | 1% | -1% | 9% | -2% | 10 | 7%
> Cc1ccc(Cl)cc1N(C)C(=O)c1cc2ccc3cccnc3c2[nH]1
  . | . | . | 68%[activator] | . | -3 | -10%
> O=[S+]1([O-])NCC2(CCN(CC3CCCCC3)C2)Nc2ccccc21 (configuration not stated)
  i | ? | ? | 0% | 6% | -13 | -1%
> Cc1cccc(C)c1-n1ncc(C(=O)NCCCN2CCC(C)CC2)c1C1CCN(C(=O)OC(C)(C)C)CC1
  . | . | . | 30% | . | -8 | 4%
> Cc1ccc(N2CCn3c2nc2c3c(=O)n(Cc3cccc(Cl)c3)c(=O)n2C)cc1C
  . | . | . | ? | . | 13 | 1%
> CCc1nc2ccc(C(=O)N3CCN(c4ccc(Cl)cc4)CC3)cc2nc1CC
  . | . | . | 155%[activator] | . | -16 | 5%
> Cn1cc(C(=O)NCc2ccc(F)cc2)c(=O)c2cc(S(=O)(=O)N3CCCCC3)ccc21
  . | . | . | -11% | . | -11 | 5%
> CCc1ccc(S(=O)(=O)N2CCC3(CC2)C(=O)N(CC)c2ccccc23)cc1
  -10% | i | i | -15% | 8% | -6 | 5%
> COc1ccccc1NC(=O)CN1C(=O)C(c2ccc(F)cc2)=NC12CCCCC2
  . | . | . | 22% | . | -7 | ?
> CC(C)(C)c1cc(/C=C(\C#N)C(N)=S)cc(C(C)(C)C)c1O
  ? | . | . | ? | . | . | ?
> CCOCc1nc(C2CCCN2S(=O)(=O)c2ccccc2C)no1 (configuration not stated)
  i | 1% | -6% | 7% | . | -4 | 9%
> C[C@H](Oc1ccc(S(C)(=O)=O)cc1C(=O)N1CCN(c2ncc(C(F)(F)F)cc2F)CC1)C(F)(F)F
  i | . | . | . | . | -1 | 34%
> Cc1cccc(N2CCN(S(=O)(=O)c3ccc4c(c3)CCCN4C(=O)C3CCC3)CC2)c1C
  . | . | . | ? | . | -5 | 5%
> CCN1Cc2cc(OC)ccc2N(C[C@@H](O)COCc2ccccc2)CCC1=O
  . | -22% | ? | . | . | 15 | .
> Oc1cccc(Nc2cnc3ccc(-c4ccc(F)cc4)nn23)c1
  -16%[88.5 µM] | ? | ? | 57%[activator][87.6 µM] | 20µM* | -24 | -5%[87.6 µM]
> O=C(c1ccccc1Br)N1CCCN(C(=O)C2CC2)c2ccccc21
  -25% | -24% | -28% | -7% | -4% | -4 | 1%
> CCCn1c(C)cnc1CC1CCN(C(=O)CC2CCCC2)C1 (configuration not stated)
  i | i | 5% | -3% | 8% | -8 | -8%
> CSc1ccc(CCNC(=O)Cn2ccc3cc(S(=O)(=O)N4CCCCCC4)ccc32)cc1
  . | . | . | -14% | . | 16 | 4%
> Cc1cc(C)n(CCC(=O)NCCc2noc(-c3ccncc3)n2)n1
  i | -16% | ? | 12% | -19% | 0 | -11%[12.5 µM]
> O=C(C1CCC1)N1CCC(Oc2ccccc2)C1 (configuration not stated)
  i | -10% | -16% | -18% | -4% | 10 | 0%
> O=C(C1CCCN(Cc2cccc(-c3cccs3)c2)C1)N1CCCC1 (configuration not stated)
  i | 71µM* | ? | 0%[87.6 µM] | . | 2 | 3%[87.6 µM]
> COc1ccc(CC(=O)N2CCc3nc(C4CC4)nc(-c4ccc(O)cc4)c3CC2)cc1
  2% | -16% | ? | -13% | . | 15 | -22%
> CCN1CCN(C(=O)N[C@H](C(=O)N[C@@H]2C(=O)N3C(C(=O)O)=C(CSc4nnnn4C)CS[C@@H]23)c2ccc(O)cc2)C(=O)C1=O
  i | . | . | ? | . | . | -13%[12.5 µM]
> CCCSc1nc(-c2ccc(OC)cc2)cc(-c2ccccc2OC)c1C#N
  . | . | . | ? | . | 2 | 8%

5 entries drawn at random from the list so far, as already listed:
Each structure is followed by: GPT2 inh | HEK293 tox | NIH3T3 tox | SNCA expr inh | Luciferase inh | IP6K1 inhibitor | SNCA viab count
> CSc1ccc(CCNC(=O)Cn2ccc3cc(S(=O)(=O)N4CCCCCC4)ccc32)cc1
  . | . | . | -14% | . | 16 | 4%
> CC(=O)Nc1ccc(NC(=O)Cn2c(C)cc3nc4n(c(=O)c32)CCCC4)cc1
  5% | 13% | -6% | 19% | 5% | -12 | 6%
> Cc1cccc(C)c1-n1ncc(C(=O)NCCCN2CCC(C)CC2)c1C1CCN(C(=O)OC(C)(C)C)CC1
  . | . | . | 30% | . | -8 | 4%
> CCOCc1nc(C2CCCN(C(=O)Cc3ccc(C)cc3)C2)no1 (configuration not stated)
  -9% | -12% | -29% | -16% | -13% | 11 | 16%[12.5 µM]
> COc1ccc(CC(=O)N2CCc3nc(C4CC4)nc(-c4ccc(O)cc4)c3CC2)cc1
  2% | -16% | ? | -13% | . | 15 | -22%

New compounds follow:
Each structure is followed by: GPT2 inh | HEK293 tox | NIH3T3 tox | SNCA expr inh | Luciferase inh | IP6K1 inhibitor | SNCA viab count
> CCCC(=O)N(c1ccc2oc3c(c2c1)CCCC3)S(=O)(=O)c1ccc(CC)cc1
  . | . | . | -10% | . | 16 | ?
> CCOc1ccc(NCc2nc3ccccc3n2CCOc2ccc(C)cc2)cc1
  . | . | . | 12% | . | -1 | -13%
> O=C(Nc1ccccc1)C1CC(c2ccccc2)CN(C(=O)NCc2ccccc2)C1 (configuration not stated)
  i | ? | ? | 17% | -21% | 3 | 4%
> COCCN1CCC(N2CCN(C(=O)c3ccc(F)cc3)CC2)C1=O (configuration not stated)
  i | -6% | -1% | -25% | -6% | 8 | -1%
> CC[C@H](NC(=O)c1c(C)c(-c2ccccc2)nc2ccccc12)c1ccccc1
  i | . | . | 0% | . | . | -7%
> Cc1nnc2ccc(N3CCC(NC(=O)NC4CCCC4)CC3)nn12
  . | i | -15% | . | . | -1 | .
> O=C(NCc1n[nH]c2c1CCC2)c1coc(COc2cccc(F)c2F)n1
  3% | -25% | ? | ? | -1% | 11 | 3%
> CN1CCc2nc3sc(C(=O)Nc4ccccc4C(F)(F)F)c(N)c3cc2C1
  . | . | . | 30%[activator] | . | -9 | 18%
> COc1ccc(CN2Cc3cc(NC(=O)Cc4cccs4)ccc3OC(C)C2=O)cc1 (configuration not stated)
  i | ? | ? | 0% | -4% | -10 | 1%
> O=C(Cn1c(SCc2ccccc2F)nc2ccncc21)Nc1ccccc1C(F)(F)F
  . | . | . | 16% | . | 0 | -13%
> CC1=NS(=O)(=O)N(Cc2cccc(Cl)c2)C=C1C(=O)O
  -6% | -1% | 3% | 2% | 5% | 13 | 9%
> COc1cc(NC(=O)N2C[C@@H](F)C[C@H]2C(=O)N2CCCCC2)cc(OC)c1
  i | 8% | -22% | 7% | 6% | -4 | ?
> COCCCN1CC2(CCN(S(=O)(=O)c3cc(C)cc(C)c3)CC2)CC1=O
  0% | -15% | ? | 4% | 11% | 2 | -4%
> COc1ccc(CCNC(=O)c2c(C)noc2-c2ccc(OC(F)(F)F)cc2)cc1
  -5% | 50µM* | -16% | -9% | -6% | 12 | 2%
> COc1ccc(OC)c(NC2=C(c3ccccc3)C(=O)c3ccccc32)c1
  . | . | . | ? | . | 8 | ?
> CNC(=O)[C@@H]1CN(C(=O)c2ccc(OC)cc2C)C[C@H]1CO
  i | i | 5% | -13% | -9% | 5 | -6%
> COCC(=O)N1CCN(CCn2nc3n(c2=O)CCCC3)CC1
  . | 0%[172 µM] | -19%[138 µM] | . | . | -3 | .
> C[C@]1(CO)C2CC[C@H]3OC(=O)C[C@H]3[C@]2(C)CC[C@H]1OC(=O)Nc1ccccc1 (some centres not stated)
  -23%[88.5 µM] | -18%[172 µM] | -11%[174 µM] | 13%[87.6 µM] | -3%[172 µM] | 10 | 10%[87.6 µM]
> COc1ccc(CN2CC[C@@H]3[C@H]2C(=O)NC[C@H](CCC(=O)NCc2ccc(F)cc2)N3C)cc1
  -22% | -12% | -2% | 6% | 1% | -5 | 1%
> Cc1ccsc1C(=O)N1CCC2(CC1)CC(N(Cc1ccccc1)C1CC1)CCO2 (configuration not stated)
  i | 40µM* | ? | 27% | -6% | -13 | 14%

Compound activity as filed in PubChem.
